Large T inhibition – SV40 large T antigen inhibitors, biochemical (AID 1903); SV40 large T antigen ATPase/helicase inhibition assay; higher % means a stronger effect; inhibition, % at 20 µM, or IC50 in µM where a hit was titrated; 310,000 compounds, 0.39% hits; in the data active means a potency from the dose series; inconclusive means inhibition mostly from about 32% at the one dose, without a potency; inactive means the rest, 99 in 100 with inhibition below about 32%; further: strong numbers were not always called active
RSV CPE inhibition – RSV antiviral activity via CPE protection, HEp-2 cells, primary 10 µM value included (AID 2391); HEp-2 cells, RSV-induced CPE inhibition; higher % means a stronger effect; CPE inhibition, % at 10 µM, or IC50 in µM where a hit was titrated; 310,000 compounds, 0.13% hits; in the data active means a potency from the dose series; inconclusive means CPE inhibition mostly from about 23% at the one dose, without a potency; inactive means the rest, 99 in 100 with CPE inhibition below about 21%; further: strong numbers were not always called active
GPR35 arrestin U2OS – inhibition of zaprinast-stimulated GPR35 beta-arrestin translocation – imaging, U2OS, beta-arrestin-GFP, zaprinast agonist, primary screen (AID 2058) | U2OS GPR35 beta-arrestin-GFP translocation imaging, zaprinast antagonism; higher % means a stronger effect | one-dose inhibition, % at 10 µM; IC50 in µM for titrated hits | 290,000 compounds, 0.052% hits;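 active means inhibition of at least 50% with at least 30 cells and total cytoplasm GFP at most 10,000,000; inconclusive means under 30 cells or total GFP of 10,000,000 plus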
CSM14.1 death rescue – rescue of cells from ER stress-induced death, primary screen, 384-well, CSM14.1, thapsigargin, ATP luminescence (AID 1222). one-dose cellular ATP content (survival), % at 20 µM; EC50 in µM for titrated hits. CSM14.1 thapsigargin-induced death rescue, ATP luminescence; higher % means a stronger effect. 190,000 tested, under 10 active;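 active means EC50 below 50 µM in the dose-response confirmation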;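 further: death triggered by thapsigargin at about 15 µM added after 2 h compound pretreatment; cell ATP read after overnight thapsigargin exposure of roughly 18 to 22 hours; normalized against plate controls of thapsigargin alone and 5% DMSO vehicle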
LYP inhibition – inhibitors of LYP phosphatase, biochemical, fluorescence intensity, uHTS (AID 1779); one-dose inhibition, % at 11.5 µM; IC50 in µM for titrated hits; 290,000 compounds, 0.054% hits; recombinant LYP phosphatase, fluorescence intensity; higher % means a stronger effect; in the data active means inhibition above about 50%;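 further: plate controls were vehicle with enzyme for no effect and no enzyme for full effect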
West Nile virus CPE – inhibition of WNV-induced cytopathic effect – cell-based, CPE readout (AID 1621) | West Nile virus-infected cells, CPE inhibition; higher % means a stronger effect | one-dose CPE inhibition, % at 10 µM; IC50 in µM for titrated hits | 290,000 compounds, 0.02% hits; in the data active means a potency from the dose series; inconclusive means CPE inhibition mostly from about 3.7% at the one dose, without a potency; inactive means the rest, 99 in 100 with CPE inhibition below about 2.2%; further: strong numbers were not always called active
Rac1 GTP hydrolysis – MgcRacGAP GTPase-activating activity inhibitors, confirmation, biochemical, ADP Hunter fluorescence | MgcRacGAP-stimulated Rac1 GTP hydrolysis, ADP Hunter fluorescence; higher % means a stronger effect; GST-tagged Rac1 F28L mutant substrate | one-dose inhibition, % at 30 µM; IC50 in µM for titrated hits | 340,000 compounds, 0.6% hits | AID 624330;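 active means first-screen hits whose inhibition reached a set limit at any dose in the follow-up dose series; inconclusive means inhibition above the set first-screen limit but never retested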;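 further: fluorescence reports GDP produced by GAP-driven GTP hydrolysis; strong numbers were not always called active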
PhoP inhibition – inhibitors of PhoP regulon expression, primary screen, Salmonella Typhimurium, GFP reporter (AID 1863); S. Typhimurium PhoP-regulated promoter GFP reporter, 4 h; higher % means a stronger effect; 300,000 compounds, 0.16% hits; inhibition, % at 50 µM, or IC50 in µM where a hit was titrated;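 active means inhibition over 29.93%, a cutoff 3 SD above the screen mean, later confirmed by dose response; inconclusive means inhibition over 29.93% but no dose response follow-up; inactive means inhibition at most 29.93% or unconfirmed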;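 further: 0% = low Mg2+ inducing control and 100% = high Mg2+ repressing control; strong numbers were not always called active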
Dengue-2 NS5 capping – Dengue-2 NS5 methyltransferase inhibitors, primary screen, biochemical, confirmation dose response (AID 588689); Dengue-2 NS5 methyltransferase capping enzyme assay, biochemical; higher % means a stronger effect; 340,000 compounds, 0.3% hits; inhibition, % at 25 µM, or IC50 in µM where a hit was titrated; in the data active means a potency from the dose series; inconclusive means inhibition above about 29% without an active follow-up result
Dengue-2 NS5 capping pilot replicate – also measured in Dengue-2 NS5 capping; calls as there; inhibition, %; measured here: pilot screen replicate inhibition
Numbers without * were called inactive; ? = inconclusive; nt = no result given. Rows are unselected; overall some 1.5% were active at least once.

SMILES	Large T inhibition	RSV CPE inhibition	GPR35 arrestin U2OS	CSM14.1 death rescue	LYP inhibition	West Nile virus CPE	Rac1 GTP hydrolysis	PhoP inhibition	Dengue-2 NS5 capping	others
O=[N+]([O-])c1ccc(Nc2nc(N/N=C/c3cccc(F)c3)nc(N3CCCC3)n2)cc1	30%	8.9%	-3%	-1.7%	5%	0.8%	5%	26%	-1%
Cc1ccc(C(C)C)cc1OCC(=O)Nc1ccc(N2CCCCC2)cc1	10%	6.7%	nt	nt	nt	nt	11%	3%	-12%
O=C(CN1C(=O)C2CCCN2c2ncc(Cl)cc21)NCc1ccc2c(c1)OCO2 (centres undefined)	5%	nt	18%	-0.2%	-7%	nt	11%	10%	-1%
COc1ccc(C(=O)O/N=C(\C)c2nccs2)cc1	1%	0.7%	4%	-3.1%	-6%	-0.9%	3%	-4%	0%
Cc1ccc(C(=O)NCC(=O)N2CCc3ccccc3C2)cc1C	8%	7.8%	-1%	nt	-6%	-0.3%	8%	-4%	-8%
NC(=O)CN1C(=O)NC(c2ccccc2)(c2ccccc2)C1=O	2%	2.3%	4%	nt	-9%	0.3%	3%	2%	-6%
CCNC(=O)CSc1nnc(-c2ccccc2Br)n1-c1cccc(C(F)(F)F)c1	10%	2.1%	29%	1.4%	-8%	-0.9%	7%	2%	-12%
CCSCCOC(=O)C1=C(C)NC(=O)NC1c1ccccc1 (centres undefined)	2%	2.3%	-8%	0.3%	-5%	-0.2%	2%	3%	-1%
Cc1ccc2nc(N/C(=N/S(=O)(=O)c3ccc(F)cc3)c3ccccc3)sc2c1	-1%	22%	-5%	-0.5%	4%	0.6%	-7%	-1%	-5%
Cc1nc2ccc(NC(=O)c3cnc(Cl)c(Cl)c3)cc2s1	4%	2.3%	1%	nt	-4%	1.6%	7%	2%	0%
Cc1ccc(S(=O)(=O)Nc2cccc(-c3ccc4nncn4n3)c2)cc1	8%	-0.1%	nt	nt	nt	nt	2%	-1%	-3%
COc1ccc(NS(=O)(=O)c2ccc3c(c2)N(C(C)=O)CCS3)cc1	16%	13%	-8%	nt	-12%	-0.8%	12%	-6%	-8%
CC1CC(C)CN(CCCNC(=O)COc2cc(=O)n(C)c3ccccc23)C1 (centres undefined)	12%	-0.6%	5%	-1.8%	-4%	0.9%	-3%	3%	-4%
C=CCn1c(C)csc1=Nc1ccc(C(=O)O)cc1	18%	1.8%	-9%	1.3%	-4%	-0.2%	13%	-4%	-2%
O=C(NCCCN1CCOCC1)c1cc2ccccc2oc1=O	7%	1.6%	24%	0.6%	-6%	-0.1%	10%	19%	-4%	Dengue-2 NS5 capping pilot replicate=0.3
COc1ccc(-n2ncc3c(=O)n(CC(=O)OCc4ccccc4)cnc32)cc1	10%	1.1%	-3%	0.8%	2%	-0.8%	5%	-4%	-4%
Cc1nn(-c2ccc([N+](=O)[O-])cc2)c(N)c1-c1ccccc1	4%	2.8%	0%	nt	-1%	-0.8%	9%	-6%	-47%
CCC(Cc1ccccc1)NC(=O)c1ccc2nc(N3CCOCC3)sc2c1 (centres undefined)	nt	0.6%	1%	nt	-5%	-0.8%	7%	nt	-6%
Cc1ccc(C)c(-c2nnc(NC(=O)COc3ccccc3)o2)c1	4%	-0.1%	nt	nt	nt	nt	5%	-11%	-1%
Cc1ccc(C(=O)N2CCN(c3ccc([N+](=O)[O-])cc3)CC2)o1	6%	19%	0%	nt	-3%	-1.9%	7%	5%	-12%
Cc1ccc(Cl)cc1N1CCN(C(=O)c2cc3c(=O)n(C)c4ccccc4c3n2C)CC1	20%	16%	-2%	0.3%	8%	-0.7%	2%	-8%	-6%
CCOc1ccc(C(=O)Nc2ccc(C(=O)N3CCOCC3)cc2)c(OCC)c1	8%	3.3%	-13%	nt	-3%	-0.7%	4%	3%	1%
COc1ccc(NS(=O)(=O)c2ccc(N3CCCC3)c(NC(=S)Nc3cccc(S(=O)(=O)N(C)C)c3)c2)cc1	3%	2.3%	-2%	0.5%	5%	-0.9%	nt	29%	nt
CC1CCCC(C)N1C(=O)COC(=O)CNC(=O)c1sc2ccccc2c1Cl (centres undefined)	8%	-1.6%	nt	nt	nt	nt	5%	-11%	-5%
COc1cccc2cc(-c3nc4ccccc4o3)c(=O)oc12	27%	-1.7%	-11%	-1.6%	-7%	0.2%	4%	-1%	-2%
Cc1cccc(NC(=O)Cn2c(O)c(N=NC(N)=S)c3ccccc32)c1	36%	0.5%	-17%	nt	-5%	-0.1%	4%	-2%	11%
CCOc1ccc(NC(=O)Nc2nnc(CC)s2)cc1	12%	2.5%	7%	-0.8%	-8%	-0.4%	-5%	5%	-4%
CCCCNC(=O)[C@H]1N2C(=O)c3c(ccc(OC)c3OC)C2SC1(C)C (some centres undefined)	6%	0.7%	4%	nt	-10%	-1.0%	3%	nt	-2%
Cc1cc2cc(CNC(=O)CCC(=O)O)ccc2n1C	0%	0.9%	7%	-2.5%	-5%	-0.1%	5%	-4%	4%
CCOC(=O)C1=C(CNCCc2ccc(Cl)cc2)NC(=O)NC1c1ccc2c(c1)OCO2 (centres undefined)	5%	16%	1%	-1.0%	-4%	-0.4%	2%	22%	-8%
CC1(C)CC(=O)C2=C(C1)N(Cc1cccnc1)C(=O)C2(NC(=O)C1CC1)C(F)(F)F (centres undefined)	nt	2.0%	16%	-0.5%	-3%	-0.2%	9%	0%	9%
CCN(CC)CCN(C(=O)CN1C(=O)CCC1=O)c1nc2cc3c(cc2s1)OCO3	10%	-3.0%	-7%	1.2%	-2%	-0.7%	-1%	3%	2%
COc1ccc(-c2cn3cc(C)ccc3n2)cc1F	4%	-1.0%	4%	-4.3%	-6%	-1.6%	8%	7%	-5%
Fc1cccc(Cl)c1Cn1nnc2c(NCc3ccncc3)ncnc21	19%	16%	8%	-0.7%	-5%	-0.3%	5%	3%	-5%
COc1ccc(-c2cc(C)no2)cc1S(=O)(=O)N1CC(=O)Nc2ccccc21	7%	0.5%	8%	nt	-12%	0.3%	5%	-1%	-5%
Nc1nonc1-n1nnc(C(=O)N/N=C/c2ccc(OCc3cccc(Cl)c3)cc2)c1CN1CCCCC1	12%	1.0%	7%	nt	3%	0.1%	8%	-4%	-4%
Cc1ccc(C(=O)Nc2nc(-c3ccc(F)cc3)cs2)o1	18%	13%	6%	nt	0%	0.2%	5%	-4%	7%
O=C(Cn1nc(C(F)(F)F)c2c1CCCC2)N1CCOCC1	-1%	-1.5%	4%	-1.2%	-6%	-0.8%	7%	8%	nt
O=C(NC(=S)N1CCN(Cc2ccccc2)CC1)c1ccco1	23%	3.2%	-5%	-0.8%	-6%	0.0%	8%	3%	-5%
Cc1cc(NC(=O)CSc2nnc3c(C)cc4c(C)ccc(C)c4n23)no1	11%	-0.1%	6%	-1.7%	-4%	?	4%	-10%	1%

The last three entries of the section above lead into the next:
SMILES	Large T inhibition	RSV CPE inhibition	GPR35 arrestin U2OS	CSM14.1 death rescue	LYP inhibition	West Nile virus CPE	Rac1 GTP hydrolysis	PhoP inhibition	Dengue-2 NS5 capping	others
O=C(Cn1nc(C(F)(F)F)c2c1CCCC2)N1CCOCC1	-1%	-1.5%	4%	-1.2%	-6%	-0.8%	7%	8%	nt
O=C(NC(=S)N1CCN(Cc2ccccc2)CC1)c1ccco1	23%	3.2%	-5%	-0.8%	-6%	0.0%	8%	3%	-5%
Cc1cc(NC(=O)CSc2nnc3c(C)cc4c(C)ccc(C)c4n23)no1	11%	-0.1%	6%	-1.7%	-4%	?	4%	-10%	1%
Cc1cccc(NC(=S)N2CCN(S(=O)(=O)c3ccc(F)cc3)CC2)c1	7%	1.3%	4%	nt	-7%	0.1%	8%	-3%	6%
COc1ccc(OC)c2c1cc(C(=O)N[C@H](C(=O)N1CCC[C@H]1C(=O)O)C(C)C)n2C	nt	1.4%	-5%	nt	-8%	0.5%	-3%	nt	0%
COCCCN1C(=O)c2ccc(C(=O)OCC(=O)NCCc3ccccc3)cc2C1=O	12%	1.0%	-8%	-0.3%	4%	-0.3%	6%	-1%	1%
COc1ccc(C(=O)c2ccc(Cl)cc2)c2ccccc12	8%	3.4%	15%	-1.4%	2%	1.8%	5%	-2%	-3%
CC1CCCCN1C(=S)Nc1ccc2nc3n(c(=O)c2c1)CCCCC3 (centres undefined)	7%	-0.8%	-7%	5.2%	-6%	-0.6%	4%	5%	-1%
COc1ccc(CNS(=O)(=O)c2cc(Br)cc3c2N(C(C)=O)C(C)C3)cc1 (centres undefined)	-1%	0.8%	-10%	nt	-8%	-0.5%	-3%	6%	-9%
C/C(=N\Nc1ncc(Cl)cc1Cl)c1ccc(N2CCOCC2)cc1	0%	1.7%	-13%	1.4%	2%	-0.4%	2%	-6%	-7%
O=C(CCCOc1ccccc1)Nc1ccc2c(c1)OCCO2	5%	1.7%	7%	-2.2%	-8%	-0.2%	10%	-3%	-1%
CCn1c(SCC(=O)Nc2cccc(C)c2)nc2c(c1=O)SC(C)C2 (centres undefined)	-4%	1.3%	9%	nt	-6%	-0.2%	1%	-8%	-4%
O=C(COC(=O)Cc1cccc(C(F)(F)F)c1)Nc1cccc2ccccc12	-1%	1.3%	6%	1.3%	2%	0.6%	11%	-23%	0%
COc1ccc(CCc2nnc(CCC(=O)NCCc3ncccc3C)o2)cc1	3%	0.8%	2%	-1.3%	-7%	0.0%	5%	4%	-5%
NC(=O)[C@@H]1CCOc2c(I)cc([N+](=O)[O-])cc2C(=O)N[C@@H](CO)C(=O)NCC(=O)N1	11%	3.6%	-11%	-4.4%	0%	1.8%	4%	-1%	6%

Structures listed so far that have a furan ring, fused or not, in the order listed:
SMILES	Large T inhibition	RSV CPE inhibition	GPR35 arrestin U2OS	CSM14.1 death rescue	LYP inhibition	West Nile virus CPE	Rac1 GTP hydrolysis	PhoP inhibition	Dengue-2 NS5 capping	others
Cc1ccc(C(=O)N2CCN(c3ccc([N+](=O)[O-])cc3)CC2)o1	6%	19%	0%	nt	-3%	-1.9%	7%	5%	-12%
Cc1ccc(C(=O)Nc2nc(-c3ccc(F)cc3)cs2)o1	18%	13%	6%	nt	0%	0.2%	5%	-4%	7%
O=C(NC(=S)N1CCN(Cc2ccccc2)CC1)c1ccco1	23%	3.2%	-5%	-0.8%	-6%	0.0%	8%	3%	-5%
